# NPR2 activator: GC-B (human) receptor activation | HEK293-GC-B cells, CNP EC30, cGMP TR-FRET; 0% at EC30 CNP, 100% saturating CNP | activation, % at 10 µM | 0.11% of 370,000 active | P20594 | AID 1920062;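 active = activation at 10 µM reaching about 35% in either raw or pattern-adjusted values, limit read from the data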
# NR1D1 modulator: Rev-erb alpha (human) modulation | P20393 | Rev-erbα–FITC-DNA binding, fluorescence polarization, 90 min | activity, % at 10 µM | 0.79% of 370,000 active | AID 1259318;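 active = activity above about 14%, limit read from the data; passing the limit was not always enough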;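 also: 0% = DMSO wells with 35 nM protein and 100% = DMSO wells with 750 nM protein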
# PG9 binder: PG9 antibody binding by small molecule. TR-FRET gp120-PG9 antibody binding. inhibition, % at 6.7 µM. 0.43% of 360,000 active; in the data active = inhibition above about 8.5%
# rCAG RNA binder: binds r(CAG) RNA repeats. r(CAG) RNA repeat, TO-PRO-1 dye displacement fluorescence. inhibition, % at 3 µM. 1.3% of 370,000 active. AID 651821;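 active = inhibition above the plate cutoff, the mean of all test compounds on that plate plus 3 SD, cut at about 35% in these data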;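 also: 0% = DMSO alone and 100% = 100 µM mitoxantrone as full dye displacement; higher means more dye released from RNA so lower well fluorescence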
# mABHD4 FP: inhibits mouse alpha/beta hydrolase domain 4. Q8VD66. purified mABHD4, FP-Rh probe fluorescence polarization. inhibition, % at 8.92 µM. 0.54% of 370,000 active. AID 720543;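 active = inhibition exceeding the mean over every tested compound plus 3 SD, cut at about 30% in these data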;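 also: 0% = plate median of compound wells and 100% = S159A mutant with DMSO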
# Target sequence (Q8VD66 whole entry, looked up, the tested form may be a part): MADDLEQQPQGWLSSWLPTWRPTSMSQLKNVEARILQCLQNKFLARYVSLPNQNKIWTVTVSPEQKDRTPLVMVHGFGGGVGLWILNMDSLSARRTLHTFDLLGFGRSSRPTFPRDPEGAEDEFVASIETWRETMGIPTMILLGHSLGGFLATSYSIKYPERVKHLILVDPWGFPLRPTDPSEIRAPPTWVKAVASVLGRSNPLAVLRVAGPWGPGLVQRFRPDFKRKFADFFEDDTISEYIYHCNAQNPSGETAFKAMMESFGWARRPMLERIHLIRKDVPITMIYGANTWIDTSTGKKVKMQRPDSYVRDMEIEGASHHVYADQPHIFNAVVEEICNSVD
#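 Assay system: mouse ABHD4 enzyme, wild type / Also added: fluorescent activity-based probe FP-Rh / Doses: single nominal dose of 8.92 µM, 0.89% DMSO final / Timing: 45 min compound pre-incubation plus 60 min probe step, 25 °C / Signal: FP readout, ex 525 nm / em 598 nm / Control set: S159A mutant/DMSO as 100%, compound-well median as 0%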
# ASAP1 inh: ASAP1 ArfGAP inhibition. inhibition, % at 16.5 µM. 0.19% of 360,000 active. ASAP1-stimulated ARF1 GTP hydrolysis, GDP FP detection. Q9ULH1; in the data active = inhibition above about 25%;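 also: 0% = vehicle with enzyme and substrate and 100% = no enzyme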
# Target sequence (Q9ULH1 325-724 limits assumed): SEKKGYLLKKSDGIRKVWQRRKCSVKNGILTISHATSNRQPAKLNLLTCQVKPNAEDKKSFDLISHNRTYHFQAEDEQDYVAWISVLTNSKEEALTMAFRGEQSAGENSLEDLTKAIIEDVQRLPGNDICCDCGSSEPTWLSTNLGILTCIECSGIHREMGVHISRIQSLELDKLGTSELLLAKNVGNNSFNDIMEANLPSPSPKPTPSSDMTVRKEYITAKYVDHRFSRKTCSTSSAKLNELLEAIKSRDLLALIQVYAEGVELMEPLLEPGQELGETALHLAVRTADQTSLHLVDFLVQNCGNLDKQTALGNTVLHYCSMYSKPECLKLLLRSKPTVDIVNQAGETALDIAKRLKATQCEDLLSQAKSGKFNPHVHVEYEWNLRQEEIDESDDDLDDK
# SMARCA2 activ: SMARCA2 function activation, primary screen. MG213 cells, MMTV-luciferase reporter, dexamethasone, overnight. 1% of 370,000 active. activation, % at 9.1 µM; in the data active = activation above about 7.8%;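 also: 0% = vehicle wells and 100% = reference activator wells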
# HTRA1 inhibitor: inhibitors of human serine peptidase HTRA1. Q92743. recombinant HTRA1, FP-rhodamine activity-based probe, fluorescence polarization. inhibition, % at 5.96 µM. 0.5% of 340,000 active. AID 504803; in the data active = inhibition above about 36%;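 also: 0% = enzyme with DMSO and 100% = wells lacking enzyme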
# NPR1 activator: GC-A (human) enzyme activation. P16066. HEK293 GC-A cells, cGMP TR-FRET, EC30 ANP; 0% at EC30 ANP, 100% saturating ANP. activation, % at 10 µM. 0.14% of 370,000 active. AID 1671463; in the data active = activation above about 40%
# ARFGAP1 inh: inhibits rat ARF GTPase activating protein 1 | inhibition, % at 16.5 µM | Q62848 | Arfgap1-stimulated ARF1 GTP hydrolysis, GDP FP detection | 0.26% of 360,000 active;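 active = inhibition above a per-plate limit, mean inhibition of low control wells plus 3 SD, cut at about 25% in these data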;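 also: 0% = DMSO wells with enzyme and 100% = wells lacking Arfgap1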
# Target sequence (Q62848 1-136 limits assumed): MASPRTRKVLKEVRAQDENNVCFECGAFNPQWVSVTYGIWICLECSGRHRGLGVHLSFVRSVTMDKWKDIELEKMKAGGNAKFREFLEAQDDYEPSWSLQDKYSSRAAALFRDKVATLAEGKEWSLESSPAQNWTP
#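 Material: rat Arfgap1 GAP domain (His6, aa 1-136), purified enzyme. Also added: human ARF1(Δ1-17)-GTP substrate. Compound dosing: 16.5 µM single point, 1.26% DMSO. Timing: enzyme reaction 120 min at 25 °C after 20 min preincubation. Signal: GDP detection by fluorescence polarization. Read-out basis: percent inhibition of GAP-stimulated GDP formation, scaled between DMSO and no-Arfgap1 medians.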
# * marks the source's active call; other numbers are inactive results; . = no result given.
SMILES,NPR2 activator,NR1D1 modulator,PG9 binder,rCAG RNA binder,mABHD4 FP,ASAP1 inh,SMARCA2 activ,HTRA1 inhibitor,NPR1 activator,ARFGAP1 inh
CCc1cccc(NC(=O)C2CCCN(S(=O)(=O)c3cccs3)C2)c1 (configuration not stated),0,-7,-0.3,2,-7,-6,0,-35,-6,-2
CCOC(=O)c1cc(C#N)c(SC)nc1-c1ccccc1,-12,-1,-2.2,0,0,11,1,-16,-2,8
Cn1ncc(Cl)c1C(=O)Nc1sc2c(c1C(N)=O)CCC2,-3,10,8.7*,10,-3,-8,-1,-9,-5,-4
NC(=O)NNc1ncc(C(F)(F)F)cc1Cl,-1,-1,0.2,2,0,-9,-2,-1,-1,-7
Cc1sc2nc(Cc3ccccc3)[nH]c(=O)c2c1-c1ccccc1,0,70*,35*,-4,-3,-5,-2,2,-2,1
Cc1ccc(C2CC(c3ccc(Br)cc3)=NN2C(=O)CSC2=NN3CCCC(=O)N=C3S2)cc1 (configuration not stated),-3,0,-1.4,3,2,-8,-1,4,0,-1
O=C(NCCCl)NNC(=O)c1cc2ccccc2cc1O,3,-2,-1.1,2,0,0,-3,10,-3,-6
O=C(CCn1ccnc1)Nc1nc2ccccc2[nH]1,-2,-4,1.0,-1,-1,2,-2,3,1,2
COc1ccc(CC(=O)Nc2ccc(S(=O)(=O)N3CCCC3)cc2)cc1OC,-3,-3,0.5,5,3,3,-3,0,4,-3
COc1ccccc1NS(=O)(=O)c1cccc(C(=O)N2CCCC2)c1,8,-6,-0.2,2,-4,-3,-2,2,0,-10
CC(=O)Nc1sc(C)c(C)c1CN1CCN(Cc2ccccc2)CC1,1,1,-0.4,-5,3,3,-2,2,0,4
O=C1NC(=S)N(C(=O)c2ccc(F)cc2)/C1=C/c1cccnc1,-3,6,-0.8,1,-12,5,-5,.,2,4
Cc1nnc(SCC(=O)NC23CC4CC(CC(C4)C2)C3)s1,-4,0,-0.4,-4,3,1,-3,0,-2,-12
CCCCCOc1ccc(CSC(=N)N)cc1[N+](=O)[O-],-5,-5,-2.6,16,7,5,4,-11,-7,-7
Cn1/c(=N/NC(=O)c2ccccc2Br)sc2ccccc21,5,-3,0.8,-2,1,12,4,-3,-1,2
Cn1nnnc1SCC(=O)Nc1cccc(S(=O)(=O)N2CCCC2)c1,6,7,-1.5,3,8,7,3,6,1,3
Cc1ccc(C)c(NS(=O)(=O)c2c(C)nc3sccn3c2=O)c1,-2,3,3.1,1,-7,7,4,11,-6,-3
CCOc1ccc(Cc2nnc(SCC(=O)Nc3ccc(OC)cc3)n(N)c2=O)cc1,1,0,-1.1,8,-7,6,2,-5,-1,-12
CC(=O)Nc1nc2cc(C(N)=O)ccc2s1,-3,-1,-0.1,13,-16,12,-1,-10,-2,6
CCN(CC)CC#CCC(C)(c1ccccc1)c1ccccc1,-11,8,-3.3,-9,-11,0,-2,-2,-11,3
O=C(NCCc1ccccc1)C(=O)c1c[nH]c2ccccc12,3,4,0.7,0,-2,15,3,-22,10,16
O=C(CCCSc1ccccc1)Nc1cccc(CO)c1,-4,1,-2.9,0,-3,5,-1,-13,1,1
Cc1ccc(NC(=O)[C@H](Cc2ccccc2)NC(=O)[C@@H]2Cc3ccccc3CN2)c(C)c1,-3,3,-0.4,-4,4,-6,-1,2,-2,7
O=C(/C=C/Nc1ccc(S(=O)(=O)Nc2ncccn2)cc1)c1ccc(Cl)c(Cl)c1,-1,9,-3.2,7,5,-13,-2,-7,17,-3
COc1ccccc1NS(=O)(=O)c1ccc(OC)c([N+](=O)[O-])c1,0,-2,-0.2,1,2,-2,-1,2,-2,2
# The results go on.
SMILES,NPR2 activator,NR1D1 modulator,PG9 binder,rCAG RNA binder,mABHD4 FP,ASAP1 inh,SMARCA2 activ,HTRA1 inhibitor,NPR1 activator,ARFGAP1 inh
Cc1ccc(C(=O)NCCCNC(=O)c2ccco2)cc1,11,6,-2.1,1,3,3,3,1,3,-4
COc1ccc2nc3n(c(=O)c2c1)-c1cc(Cl)ccc1C(=O)NC3Cc1ccccc1 (configuration not stated),-2,-2,-1.2,14,-21,-12,1,.,-8,0
CCN(c1ccccc1)S(=O)(=O)c1cccc(C(=O)NCC(c2ccco2)N2CCCCC2)c1 (configuration not stated),2,0,-2.0,-3,-3,-6,2,-9,1,8
CC(=NNS(=O)(=O)c1ccc(C)cc1)c1ccccc1,11,2,1.6,3,-6,3,-3,-3,3,6
Nc1nc(=O)n(C2OC(CO)C(O)C2O)cc1F (configuration not stated),-5,4,0.9,-1,5,13,-2,.,3,6
O=C(COC(=O)C(O)C(O)C(=O)OCC(=O)c1ccc(C(F)(F)F)cc1)c1ccc(C(F)(F)F)cc1 (configuration not stated),1,-2,-2.5,1,4,11,-1,.,2,3
Cc1c(Br)cc(C(=O)NCc2ccco2)c(C)c1C,2,-3,-1.1,6,-2,-2,0,-5,4,0
Cc1ccc(NC(=O)COC(=O)c2ccc(Cl)nc2)cc1S(=O)(=O)N1CCCCC1,0,-6,-1.7,4,-7,3,1,-10,-3,-2
COc1ccc(CNC(=O)c2ccc(Cn3nc(C)cc3C)o2)cc1,7,-2,-0.6,-3,1,-2,-2,-2,-2,-9
COC(=O)c1ccc(OC(=O)c2ccncc2)cc1O,-2,-5,-2.4,1,0,-1,3,4,2,15
Nc1c(C(=O)Nc2ccccc2)sc2nc3c(c(-c4ccco4)c12)CCCC3,4,0,-0.4,3,5,3,-1,-12,6,12
CCOc1cc(NC(=S)NCC2CCCO2)c(OCC)cc1NC(=O)C1CC1 (configuration not stated),1,-1,1.0,-7,0,3,-5,-6,-3,6
CCCc1nnc2c(N(C)S(=O)(=O)c3ccccc3)nc3ccccc3n12,4,0,0.6,0,8,5,-4,2,2,2
Cc1cccc(C(=O)OC(C)C(=O)Nc2ccc(S(=O)(=O)Nc3ncccn3)cc2)c1C (configuration not stated),-3,2,-1.4,22,-4,11,0,-3,1,-11
Cc1ccccc1C1CCCN(Cc2nc(CC3CC3)no2)C1 (configuration not stated),5,3,1.7,-7,-2,-4,-6,-4,0,0
c1ccc(CSc2ccc(-c3cccnc3)nn2)nc1,0,0,-0.8,0,0,4,2,-1,4,-12
CC(C)C(C(=O)OCC(=O)c1ccccc1)N1C(=O)C2C3C=CC(C3)C2C1=O (configuration not stated),2,3,-2.0,-7,1,7,0,-5,0,-14
Cc1nn(-c2ccc(N3CCCCC3)nn2)c(C)c1CCC(=O)Nc1ccc(F)c(F)c1,2,-2,1.6,-3,-21,-9,-1,-11,-1,-6
Cc1nnc(SCC(=O)c2c(N)n(C)c(=O)n(C)c2=O)[nH]c1=O,10,-1,-0.6,-4,6,-6,-2,3,4,-6
Cc1onc(NC(=O)c2ccc(Cl)cc2Cl)c1Br,6,-6,-1.7,-4,-2,6,-2,1,3,-2
Cc1c(C(c2ccccc2)c2c(C)n(C)n(-c3ccccc3)c2=O)c(=O)n(-c2ccccc2)n1C,-1,-7,-1.2,-8,-1,-1,1,-2,-27,7
CC(=O)Oc1ccc(C(=O)[C@H]2[C@H]3C(=O)N(c4ccc(C)cc4C)C(=O)[C@H]3[C@@H]3C=CC=NN32)cc1,-1,2,-1.9,17,8,-12,-2,6,-7,3
CCn1cc(CN2CCC(n3nccc3NC(=O)c3ccc(OC)cc3)CC2)cn1,-4,-1,-0.4,0,4,1,-2,-1,0,-1
CCOc1cc(NC(=O)c2ccco2)c(OCC)cc1NC(=O)COc1ccccc1C,12,-3,1.4,-3,9,7,-1,5,4,-6
CCNC(=O)c1cc2c(c(-c3cccc(-c4ccccc4F)c3)n1)[C@@H](CCO)N(C(=O)CC1CC1)C2,5,5,0.9,6,6,-5,-5,.,5,4
# New compounds follow.
SMILES,NPR2 activator,NR1D1 modulator,PG9 binder,rCAG RNA binder,mABHD4 FP,ASAP1 inh,SMARCA2 activ,HTRA1 inhibitor,NPR1 activator,ARFGAP1 inh
Cc1cc(C)nc(SCc2ccc([N+](=O)[O-])cc2)n1,0,-2,2.6,-5,4,0,-5,-9,3,10
Nc1nc(Sc2ccc([N+](=O)[O-])cc2[N+](=O)[O-])n[nH]1,0,-2,-1.4,2,4,9,-3,7,2,-1
O=C1CSC(c2ccccc2O)N1Cc1ccccc1 (configuration not stated),-2,14,-1.0,0,-9,8,-1,-7,1,-3
CN(CC(=O)Nn1cnnc1)S(=O)(=O)c1ccccc1,4,-5,.,.,.,.,.,1,6,.
O=C(Nc1ccc2c(c1)OCCO2)c1ccc(Br)s1,-3,-2,-0.6,-1,3,3,-1,-17,1,15
O=C(CC(=O)Nc1cccc(F)c1)Nc1cccc(F)c1,8,-4,0.4,-3,-10,8,0,-2,-1,-4
COc1ccc(-c2cc(CCCC(=O)N3CCN(c4ccc(OC)cc4)CC3)no2)cc1,-7,0,-1.0,5,-1,-10,-8,-5,-3,-8
COCCn1c(=NC(=O)c2sc3ccccc3c2Cl)sc2cc(S(N)(=O)=O)ccc21,-8,-5,18*,13,-21,-3,-2,-28,-15,1
COc1ccc(CCNC(=O)C2(C)CCC(=O)N2CCC(C)C)cc1OC (configuration not stated),0,5,-1.3,0,3,5,-4,4,-5,8
Cc1cc(N2CCN(C(=O)OC(C)(C)C)C[C@H]2C)ccc1Br,2,15*,-0.8,2,-12,-5,-5,.,5,-1
Cc1ccc(S(=O)(=O)c2nc(-c3ccco3)oc2NCC2CCCO2)cc1 (configuration not stated),10,0,-1.4,2,-1,6,1,0,7,4
CCN(C(=O)c1ccc(Cl)c(S(=O)(=O)Nc2c(C)n(C)n(-c3ccccc3)c2=O)c1)c1ccccc1,3,-2,-2.9,2,-1,1,6,-2,1,13
Cc1cc(Cl)ccc1OCCCC(=O)NC1CCN(C)CC1,-6,2,.,.,.,.,.,3,7,.
COc1ccc(N2CCN(C(=O)CS(=O)Cc3nc(-c4ccc(OC)c(OC)c4)oc3C)CC2)cc1 (configuration not stated),-2,1,-0.2,-2,-5,-7,-6,2,-5,-4
CCc1nc2ccc(C(=O)NCCCn3ccnc3)cn2c1N(C)C(=O)COc1ccccc1,8,-1,-2.0,0,11,0,4,.,1,2
CCCCOc1ccc(CSCCNC(=S)Nc2ccccc2)cc1,2,2,-1.8,-2,-39,-10,-6,-42,3,10
COc1ccc(/C=N/NC(=O)c2c(-c3ccccc3)noc2C)cc1[N+](=O)[O-],-7,-3,-1.3,3,0,-3,-2,-2,-6,3
c1ccc(COc2ccc(CNn3cnnc3)cc2)cc1,7,-1,-0.9,-5,-4,-5,-1,-1,2,2
O=C(NCCOc1ccccc1)c1cc([N+](=O)[O-])ccc1N1CCOCC1,4,-4,2.2,5,3,13,0,-9,1,-4

# Four entries from above, ordered by heavy-atom count, ascending.
SMILES,NPR2 activator,NR1D1 modulator,PG9 binder,rCAG RNA binder,mABHD4 FP,ASAP1 inh,SMARCA2 activ,HTRA1 inhibitor,NPR1 activator,ARFGAP1 inh
O=C(Nc1ccc2c(c1)OCCO2)c1ccc(Br)s1,-3,-2,-0.6,-1,3,3,-1,-17,1,15
Cc1cc(N2CCN(C(=O)OC(C)(C)C)C[C@H]2C)ccc1Br,2,15*,-0.8,2,-12,-5,-5,.,5,-1
COCCn1c(=NC(=O)c2sc3ccccc3c2Cl)sc2cc(S(N)(=O)=O)ccc21,-8,-5,18*,13,-21,-3,-2,-28,-15,1
CCc1nc2ccc(C(=O)NCCCn3ccnc3)cn2c1N(C)C(=O)COc1ccccc1,8,-1,-2.0,0,11,0,4,.,1,2

# Assay outcomes: PubChem BioAssay, several laboratories

# This is a random part of the collection (roughly 4.4% active in at least one column).
